Tb PGK inh: qHTS Assay to Find Inhibitors of Phosphoglycerate Kinase. PGK/GAPDH coupled, Kinase-Glo luminescence, 60 min. Phosphoglycerate kinase, glycosomal (Trypanosoma brucei brucei), P07378. Potency, µM (series often up to 57.5 µM), for inactives: at the highest dose activity change, negative = inhibition, actives largely listed as inhibitors. 380,000 compounds, 0.043% hits. AID 602233, 2012; note: % is set by controls: 0 for no effect and ±100 for the full control effect; nearly all actives have a fitted effect of over 60% in size
Target sequence (P07378 whole entry, looked up): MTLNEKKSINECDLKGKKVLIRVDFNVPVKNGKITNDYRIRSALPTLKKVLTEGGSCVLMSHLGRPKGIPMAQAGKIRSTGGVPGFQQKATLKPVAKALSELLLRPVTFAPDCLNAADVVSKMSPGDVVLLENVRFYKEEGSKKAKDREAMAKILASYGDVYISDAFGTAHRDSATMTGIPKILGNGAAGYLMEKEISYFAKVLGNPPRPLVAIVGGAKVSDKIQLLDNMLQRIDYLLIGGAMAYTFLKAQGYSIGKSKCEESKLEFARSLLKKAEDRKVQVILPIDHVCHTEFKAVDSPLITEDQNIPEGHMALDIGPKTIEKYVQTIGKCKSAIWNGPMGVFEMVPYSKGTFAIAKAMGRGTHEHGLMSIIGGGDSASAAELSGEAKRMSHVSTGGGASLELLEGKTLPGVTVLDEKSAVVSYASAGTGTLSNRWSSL
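Recombinant glycosomal PGK reaction used 1,3-bisphosphoglycerate generated in-well by GAPDH (100nM final) in 100mM TEA pH 7.6, 5mM MgCl2, 0.01% Tween-20. After 60 minutes at room temperature, ATP was read by Kinase-Glo Plus luminescence end-point.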
RGS4 inh: Inhibitors of Regulator of G Protein Signaling (RGS) 4: qHTS; Regulator of G-protein signaling 4 (Homo sapiens), P49798; Transcreener GDP fluorescence polarization, RGS4-accelerated GTP hydrolysis; Potency, µM (top dose mostly 114 µM), for inactives: at the highest dose activity change, negative = inhibition, actives largely listed as inhibitors; 390,000 compounds, 0.039% hits; note: % is set by controls: 0 for no effect and ±100 for the full control effect; nearly all actives have a fitted effect of over 75% in size; some results filed as inactive show a strong effect at the top dose
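MLSMR compounds (23 nl, pin-transferred) preincubated 10 min at room temperature with a 500nM (2x) first reagent, then RGS4 at 900nM (2x) plus Transcreener GDP mix added; fluorescence polarization (620/688 nm) read before and after 90 min at 30 °C.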
JMJD2A Tudor: qHTS Assay for Inhibitors of JMJD2A-Tudor Domain. Lysine-specific demethylase 4A (Homo sapiens), O75164. AlphaScreen JMJD2A-Tudor / H3K4me3 peptide binding. Potency, µM (titrated, usually from 114 µM), for inactives: top-dose activity change, negative = inhibition, most hits filed as inhibitors. 390,000 compounds, 4.4% hits. AID 504339, 2011; note: % is set by controls: 0 for no effect and ±100 for the full control effect; nearly all actives have a fitted effect of over 50% in size
HP1b chromo inh: HTS for Inhibitors of HP1-beta Chromodomain Interactions with Methylated Histone Tails | Chromobox protein homolog 1 (Homo sapiens), P83916 | AlphaScreen HP1-beta / biotin-H3K9me3 peptide binding | Potency, µM (series often up to 114 µM), without a hit: at the highest dose activity change, negative = inhibition, hits mostly inhibitors | 390,000 compounds, 0.56% hits | AID 540317, 2011; note: nearly all actives have a fitted effect of over 70% in size; inactives centre near 23
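HP1-beta protein (50 nM final) preincubated 30 min at room temperature with biotinylated H3(1-18)K9me3 peptide (50 nM) in PBS pH 7.4, 0.01% Tween-20, then compound added for 30 min. AlphaScreen streptavidin donor/nickel chelate acceptor beads (10 ug/mL final), 30 min dark, luminescence read.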
rTrxR1 inhibitor: qHTS Assay for Inhibitors of Mammalian Selenoprotein Thioredoxin Reductase 1 (TrxR1): qHTS | 390,000 compounds, 1% hits | recombinant rTrxR1, NADPH fluorescence consumption, selenite substrate | Thioredoxin reductase 1, cytoplasmic (Rattus norvegicus), O89049 | Potency, µM (highest dose often 114 µM), inactives show at the top dose activity change, negative = inhibition, actives largely listed as inhibitors; note: % is set by controls: 0 for no effect and ±100 for the full control effect; nearly all actives have a fitted effect of over 65% in size
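Rat TrxR1 (90 nM in the dispensed reagent) was pre-reduced with 400 uM NADPH for 5 min at room temperature, then incubated with compound for 15 min. After 400 uM selenite was added, NADPH fluorescence (Ex 340/Em 450 nm) was followed for 8 min.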
Pin1 inh: qHTS Assay to Find Inhibitors of Pin1 | Pin1 FP peptide displacement, HiFluor488, 10 min | Peptidyl-prolyl cis-trans isomerase NIMA-interacting 1 (Homo sapiens), Q13526 | Potency, µM (doses to about 115 µM), inactives show at the top dose activity, negative = inhibition, usual class: inhibitors | 390,000 compounds, 0.009% hits; active = well fitted inhibition curve with a large enough effect in the polarisation, with a control signal flat, not every such curve was filed as active; inconclusive = small, poorly fitted or top-dose-only effect, or effect the other way, or a change in a side signal; inactive = no such curve, though single readings can be large or run the other way; the % refers to the polarisation; note: % is set by controls: 0 for no effect and ±100 for the full control effect
Target sequence (Q13526 whole entry, looked up): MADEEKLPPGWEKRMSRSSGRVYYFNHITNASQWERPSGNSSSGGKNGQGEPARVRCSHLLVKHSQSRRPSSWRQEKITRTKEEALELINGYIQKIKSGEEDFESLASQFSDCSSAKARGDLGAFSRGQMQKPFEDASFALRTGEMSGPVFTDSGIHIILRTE
GLS inh: qHTS for Inhibitors of Glutaminase (GLS) | AID 624170, 2012 | 410,000 compounds, 0.21% hits | GLS enzymatic activity, qHTS titration | Potency, µM (titrated, usually from 45.5 µM), inactives show at the top dose activity change, negative = inhibition, most hits filed as inhibitors | Glutaminase kidney isoform, mitochondrial (Homo sapiens), O94925; note: % is set by controls: 0 for no effect and ±100 for the full control effect
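Human kidney-isoform GLS in 45 mM KH2PO4 pH 8.2, 0.02% Tween-20, with compound, started with 1mM L-Glutamine (added stock). Glutamate oxidase/HRP/Amplex red coupled fluorescence read at start and after 30 min at RT.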
12-LOX inh: Primary qHTS assay for inhibitors of human arachidonate 12S-lipoxygenase (ALOX12): Round 2; Polyunsaturated fatty acid lipoxygenase ALOX12 (Homo sapiens), P18054; 580,000 compounds, 1.1% hits; Potency, µM (series often up to 108 µM), without a hit: at the top dose activity change, negative = inhibition, actives largely listed as inhibitors; purified 12hLO, xylenol orange hydroperoxide absorbance; note: % is set by controls: 0 for no effect and ±100 for the full control effect
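Hydroperoxide product was detected by ferrous iron/xylenol orange as the 573 to 405 nm absorbance ratio. Arachidonic acid at 40 uM (final) was turned over for 30 min at room temperature by 150 nM human 12hLO, pH 7.0 Hepes buffer, after 15 min compound preincubation.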
ERG Ets-DNA blk: qHTS for Small Molecule Inhibitors of the ERG Ets/DNA interaction | Transcriptional regulator ERG (Homo sapiens), P11308 | fluorescence polarization, His-ERG Ets domain / labelled DNA | Potency, µM (titrated, usually from 76.9 µM), for the others: top-dose FP activity, negative = inhibition, actives largely listed as inhibitors | 370,000 compounds, 0.028% hits; active = well fitted inhibition curve with a large enough effect in the polarisation, with a control signal flat; inconclusive = small, poorly fitted or top-dose-only effect, or effect the other way, or a change in a side signal; inactive = no such curve, though single readings can be large or run the other way; the % refers to the polarisation;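 note: polarization taken with two DNA probes labelled with fluorescein and Texas red; % of control where 0% means no effect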
Target sequence (P11308 whole entry, looked up, the tested form may be a part): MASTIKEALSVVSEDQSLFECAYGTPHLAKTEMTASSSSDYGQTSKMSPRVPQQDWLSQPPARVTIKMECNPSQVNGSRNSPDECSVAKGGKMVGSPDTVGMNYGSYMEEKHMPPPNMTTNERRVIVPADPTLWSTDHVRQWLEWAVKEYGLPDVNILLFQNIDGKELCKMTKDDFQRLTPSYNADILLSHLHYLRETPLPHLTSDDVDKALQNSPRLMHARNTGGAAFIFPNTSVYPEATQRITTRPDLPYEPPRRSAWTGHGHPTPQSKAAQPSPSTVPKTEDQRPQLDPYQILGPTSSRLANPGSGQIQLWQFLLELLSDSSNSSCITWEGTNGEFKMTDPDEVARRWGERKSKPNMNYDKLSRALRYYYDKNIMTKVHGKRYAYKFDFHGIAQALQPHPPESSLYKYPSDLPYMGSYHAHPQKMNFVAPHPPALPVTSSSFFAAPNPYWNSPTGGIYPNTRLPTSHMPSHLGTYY
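His-tagged ERG Ets domain (1 uM in the protein solution; 300mM KCl, 50mM Tris-HCl, 1mM EDTA, 1mM DTT, pH 7.5) received compound, then a probe mix of 5 nM fluorescein-DNA and 100nM Texas-615-DNA. Fluorescence polarization was read for both dyes.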
* marks the source's active call; other numbers are inactive results; i = inactive; ? = inconclusive; · = not tested or not shown; [ ] = another dose, or the depositor's remark. Unless noted, calls come from the whole dose curve; as a rule, active = well fitted curve in the direction sought with a large enough effect; inconclusive = small, poorly fitted or top-dose-only effect, or another doubt; inactive = no such curve, though single readings can be large; an effect the other way counts as inactive or inconclusive. Potency is the fitted concentration of half-maximal effect. Some of the compounds tested; the hit share may differ from the screen's.

Sequence of screens – Tb PGK inh, RGS4 inh, JMJD2A Tudor, HP1b chromo inh, rTrxR1 inhibitor, Pin1 inh, GLS inh, 12-LOX inh, ERG Ets-DNA blk
CC(C)(C)n1nnnc1C(c1ccccn1)N(Cc1ccccc1)Cc1ccc(Cl)cc1 (configuration not stated)
 : -4%, ?, ?, 0%, 18%, -3%, 12%, -29%, 12%
O=C(NCCc1c[nH]c2ccccc12)C(=O)NCC1CCCO1 (configuration not stated)
 : 0%, -1%, -17%[57.1 µM], 9%, -4%[57.1 µM], -2%, 1%, -20%, 13%
Cn1nc(C(=O)NCc2ccccc2)c2c1-c1ccccc1SC2
 : -10%, -11%, -3%, 43%[activator], 11%, -7%, 2%, 34%[activator], 0%
NC(=O)COc1c(-c2ccccc2)oc2ccccc2c1=O
 : -1%, 9%, -2%, 16%, -15%, -5%, 0%, 7%, ·
CC[C@@]1(C(=O)OC)N[C@H](CN(C)S(=O)(=O)c2ccccc2)[C@@H]2C(=O)N(Cc3ccccc3)C(=O)[C@@H]21
 : 7%, 45%, -10%, 4%, 9%, 5%, 5%, 9%, 1%
Cc1ccc(NC(=O)CCn2c(=O)[nH]c3ccsc3c2=O)cc1F
 : -5%, -4%, -2%, 18%, 31%, -2%, -9%, -2%, -12%
CCc1ccc(N=C2NC(=O)/C(=C/c3ccc(OCC(=O)O)c(OC)c3)S2)cc1
 : i, -47%, 28µM*, 45µM*, 0%, ·, 18%, ?, 19%
CC1CCCCN1C(=O)COC(=O)c1cc([N+](=O)[O-])ccc1N (configuration not stated)
 : -1%, 29%, -8%, 4%, -6%, 1%, 8%, ?, ·
O=C(CSc1nnc(-c2ccccc2NC(=O)c2ccccc2)o1)OC1CCCCC1
 : 0%, 25%, -6%, 39%[activator], 4%, 1%, 8%, 3%, -2%
CCC(=O)N1c2ccc(S(=O)(=O)CCC(=O)NCc3ccccc3OC)cc2CC1C (configuration not stated)
 : -4%, 8%, -15%, 9%, 21%, -1%, 10%, ?, -1%
CC1CCCC(NC(=O)CCNC(=O)c2ccc([N+](=O)[O-])cc2)C1C (configuration not stated)
 : 2%, 13%, -15%, 26%, -19%, -2%, 9%, -8%, -10%
CN(CC(=O)N1CCCCCC1)S(=O)(=O)c1ccccc1
 : -3%, -15%, -19%, 13%, 17%, -7%, 3%, -2%, -1%
Cc1ccccc1Cn1ccc(NC(=O)c2cnn3c(C(F)(F)F)cc(-c4ccco4)nc23)n1
 : -8%, -20%, ?, -8%, 25%, -1%, 26%, -28%, ·
CCOc1cc(CNC(=O)c2ccc3nc(CCc4ccccc4)oc3c2)ccc1OC
 : -2%, -14%, -7%, 30%[57 µM], 16%[57.1 µM], 0%, 7%, 4%, -1%
CC(=O)Oc1ccc(/C=C(\NC(=O)c2cccc(Br)c2)C(=O)Nc2ccc(C(=O)O)cc2)cc1
 : -6%, -36%, -7%, 45%[activator], 21%, -4%, 4%, 161%[activator], -6%
C[C@@H]1CC=C[C@H]2[C@H]1C(=O)N(Cc1ccccc1)[C@H]2c1ccc(/C=C/c2ccccc2)cc1F
 : -7%, -3%, -14%, 25%, 32%[activator][57.1 µM], ?, 5%, -17%, 9%
COC(=O)c1scc(-c2ccc(C)cc2)c1S(=O)(=O)N1CCN(c2ccccc2F)CC1
 : 13%, 6%, 2%, -17%, 27%[57.1 µM], -1%, 0%, ?, 1%
COc1ccc(C(=O)N2CCN(Cc3nc(CC4CC4)no3)CC2)cc1
 : i, 17%, -13%, 30%, 21%, 1%, 4%, 4%, 9%
CN(C(=O)c1ccc(Br)cc1)C1CCS(=O)(=O)C1 (configuration not stated)
 : -9%, -3%, -11%, -5%, 13%, 0%, 1%, -2%, -5%
CC(C)(C)OC(=O)C[C@@H]1C/C=C\C[C@@H](CC(=O)NCCO)C(=O)N[C@H](Cc2c[nH]c3ccccc23)COC1=O
 : -10%, 7%, -27%, 11%, 20%, 0%, 3%, -1%, 3%
COc1cccc(NC(=S)NNC(=O)Cn2nc(C(F)(F)F)cc2C)c1
 : i, -33%, 1%, 24%, -20%, 2%, 15%, ?, -12%
CNC(=O)/C(C#N)=C/c1c(N2CCN(c3ccc(OC)cc3)CC2)nc2c(C)cccn2c1=O
 : -7%, -27%, 50µM*, ?, 8%[57.1 µM], 0%, 9%, 0%, -4%
COc1cccc(NC(=O)CN(c2ccc([N+](=O)[O-])cc2)S(=O)(=O)c2ccccc2)c1
 : -5%, -8%, -16%, 31%, -1%, -6%, 5%, 18%, 0%
c1cc2c3c(cccc3c1)NN=N2
 : -4%, -43%, ?, ?, -12%[11.4 µM], -1%, 16%, ?, -5%
O=C(Cc1ccc(NC(=O)C2CCCN(C(=O)c3ccccc3)C2)cc1)Nc1ccc(C(=O)N2CCOCC2)cc1 (configuration not stated)
 : -1%, 6%, -7%, 63%[activator], 17%[2.29 µM], -2%, -11%, ?, -1%
CN1/C(=C\C=C2/SC(=S)NC2=O)C(C)(C)c2ccccc21
 : -16%, ?, ?, ?, -11%, ?, -22%, -19%, 92%[activator]
Cc1ccc2onc(CNC(=O)N3CCN(c4cccc(C(F)(F)F)c4)CC3)c2c1
 : -3%, -45%, -10%, 26%, 8%, 3%, -2%, ?, -2%
CN(C)S(=O)(=O)c1cccc(COC(=O)Cc2c(F)cccc2Cl)c1
 : i, -7%, 22%, 45%[activator], 23%, 0%, 0%, -1%, 2%
COCCCN(C(=O)Cc1coc2cc(C)c(C)cc12)c1c(N)n(Cc2ccccc2)c(=O)[nH]c1=O
 : -4%, -25%, -17%, -20%, 17%, 2%, -3%, -9%, -3%
CCc1ccc(NC(=O)Cn2c(=O)n(CCCC(=O)NCc3ccccc3Cl)c(=O)c3ccccc32)cc1
 : -10%, -4%, -5%, 64%[activator], 11%, 14%, -4%, ?, 6%

2 of the compounds above, bar-delimited.
mol | Tb PGK inh | RGS4 inh | JMJD2A Tudor | HP1b chromo inh | rTrxR1 inhibitor | Pin1 inh | GLS inh | 12-LOX inh | ERG Ets-DNA blk
CN(C(=O)c1ccc(Br)cc1)C1CCS(=O)(=O)C1 (configuration not stated) | -9% | -3% | -11% | -5% | 13% | 0% | 1% | -2% | -5%
COc1cccc(NC(=S)NNC(=O)Cn2nc(C(F)(F)F)cc2C)c1 | i | -33% | 1% | 24% | -20% | 2% | 15% | ? | -12%

Records listed above shown as hits in JMJD2A Tudor.
Sequence of screens – Tb PGK inh, RGS4 inh, JMJD2A Tudor, HP1b chromo inh, rTrxR1 inhibitor, Pin1 inh, GLS inh, 12-LOX inh, ERG Ets-DNA blk
CCc1ccc(N=C2NC(=O)/C(=C/c3ccc(OCC(=O)O)c(OC)c3)S2)cc1
 : i, -47%, 28µM*, 45µM*, 0%, ·, 18%, ?, 19%
CNC(=O)/C(C#N)=C/c1c(N2CCN(c3ccc(OC)cc3)CC2)nc2c(C)cccn2c1=O
 : -7%, -27%, 50µM*, ?, 8%[57.1 µM], 0%, 9%, 0%, -4%

Other results.
Sequence of screens – Tb PGK inh, RGS4 inh, JMJD2A Tudor, HP1b chromo inh, rTrxR1 inhibitor, Pin1 inh, GLS inh, 12-LOX inh, ERG Ets-DNA blk
COc1ccccc1C(=O)N/N=C(\C)c1ccc(NC(=O)Cc2ccccc2)cc1
 : -4%, -10%, -27%, 17%, 43%[activator], 1%, -4%, -1%, 1%
Nc1nonc1-n1nnc(C(=O)N/N=C/c2ccccc2Br)c1CN1CCCC1
 : 9%, -20%, -23%, -8%, 10%[0.457 µM], -1%, 0%, 1%, 6%
CCc1nnc(NC(=O)CCC(=O)N2CCCC2)s1
 : 0%, -22%, -9%, 19%, 1%, -2%, 8%, 0%, 5%
COc1ccc(C(=O)C2CCCN(Cc3cc(Cl)ccc3O)C2)c(OC)c1 (configuration not stated)
 : -1%, -10%, 15%, 60%[activator], 20%, 7%, -3%, ?, 3%
Cc1ccc(C)c(OCC(=O)NNC(=O)C2CC2)c1
 : 10%, 18%, -5%, 30%, 4%, -10%, 14%, -1%, 8%
CCc1ccc(NC(=O)CN2C(=O)CSC2=O)cc1
 : -7%, 1%, -2%, 1%, -1%, -9%, 10%, 1%, -3%
COc1cc(/C=C/C(=O)OCC(=O)N2CC3(C)CC2CC(C)(C)C3)ccc1O (configuration not stated)
 : -6%, -6%, -20%, 15%, -25%, -5%, 6%, -20%, 7%

2 compounds from above with just 12-LOX inh.
SMILES	12-LOX inh
Nc1nonc1-n1nnc(C(=O)N/N=C/c2ccccc2Br)c1CN1CCCC1	1%
CCc1nnc(NC(=O)CCC(=O)N2CCCC2)s1	0%

Bioassay records deposited in PubChem BioAssay by National Center for Advancing Translational Sciences (NCATS).
